# Assay outcomes as filed in PubChem BioAssay.
# Mac1 fbg enh: enhancers of CD11b/CD18 adhesion to fibrinogen, primary screen, K562 cells, luminescence; ATPlite luminescence; activation, % at 10 µM; hit rate 0.07% among 93,000;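 active = 10 µM primary screen giving 50% or more activity, confirmed by 40% or more on retest at that dose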; note: strong numbers were not always called active; reference of the scale not given here
# Ecoli WT expand: growth inhibitors of wild-type E. coli, primary screen, strain BW25113, expanded library, OD600; hit rate 0.15% among 98,000; OD600 absorbance; growth inhibition, % at 100 µM;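 active = growth inhibition above about 50% at one test dose, limit read from the data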;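 note: growth measured after 20 h incubation at 37 °C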
# ERb coact inh: inhibitors of ERβ-SRC1 coactivator interaction, primary screen, biochemical, TR-FRET, ERβ LBD, SRC-1 peptide; TR-FRET ER-beta LBD / SRC1-Cy5 peptide binding; receptor agonist-loaded with 1 µM estradiol; Estrogen receptor beta (Homo sapiens), Q92731; hit rate 1.3% among 86,000; inhibition, % at 25.6 µM;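 active = compounds whose percent inhibition of the receptor-coactivator binding signal exceeds about 50% in the single-dose screen, limit read from the data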;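 note: 0% = receptor plus peptide wells without compound and 100% = peptide-only wells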
# Target sequence (Q92731 whole entry, looked up, the tested form may be a part): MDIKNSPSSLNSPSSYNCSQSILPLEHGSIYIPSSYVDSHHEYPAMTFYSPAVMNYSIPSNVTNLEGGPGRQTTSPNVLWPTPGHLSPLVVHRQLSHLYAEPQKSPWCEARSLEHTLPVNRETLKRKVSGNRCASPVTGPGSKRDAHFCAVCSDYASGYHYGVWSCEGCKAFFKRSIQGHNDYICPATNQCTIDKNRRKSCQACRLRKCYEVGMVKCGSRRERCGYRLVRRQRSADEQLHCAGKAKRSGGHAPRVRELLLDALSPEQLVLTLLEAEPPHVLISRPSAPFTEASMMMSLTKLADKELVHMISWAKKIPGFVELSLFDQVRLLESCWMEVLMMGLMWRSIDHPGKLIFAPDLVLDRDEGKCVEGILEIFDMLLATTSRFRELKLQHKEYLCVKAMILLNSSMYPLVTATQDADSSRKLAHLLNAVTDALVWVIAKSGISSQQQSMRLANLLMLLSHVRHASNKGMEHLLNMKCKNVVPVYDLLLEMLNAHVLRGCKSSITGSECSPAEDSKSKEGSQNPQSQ
# ERa coact inh: ERα–SRC-1 coactivator interaction inhibitors, primary screen, biochemical, TR-FRET, ERα LBD, estradiol-bound; inhibition, % at 25.6 µM; TR-FRET ER-alpha LBD / SRC-1 peptide; AID 629, 2007; Estrogen receptor (Homo sapiens), P03372; hit rate 1.7% among 86,000; in the data active = inhibition above about 50%;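 note: 0% = receptor plus peptide control and 100% = peptide only without receptor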
# PLAP act: PLAP enzyme activators, biochemical, luminescence, HTS; Alkaline phosphatase, placental type (Homo sapiens), P05187; activation fold at 20 µM; hit rate 1.2% among 96,000; purified PLAP enzyme, luminescent substrate read-out; active compounds read high; AID 696, 2007; in the data active = activation fold above about 2
# Target sequence (P05187 whole entry, looked up): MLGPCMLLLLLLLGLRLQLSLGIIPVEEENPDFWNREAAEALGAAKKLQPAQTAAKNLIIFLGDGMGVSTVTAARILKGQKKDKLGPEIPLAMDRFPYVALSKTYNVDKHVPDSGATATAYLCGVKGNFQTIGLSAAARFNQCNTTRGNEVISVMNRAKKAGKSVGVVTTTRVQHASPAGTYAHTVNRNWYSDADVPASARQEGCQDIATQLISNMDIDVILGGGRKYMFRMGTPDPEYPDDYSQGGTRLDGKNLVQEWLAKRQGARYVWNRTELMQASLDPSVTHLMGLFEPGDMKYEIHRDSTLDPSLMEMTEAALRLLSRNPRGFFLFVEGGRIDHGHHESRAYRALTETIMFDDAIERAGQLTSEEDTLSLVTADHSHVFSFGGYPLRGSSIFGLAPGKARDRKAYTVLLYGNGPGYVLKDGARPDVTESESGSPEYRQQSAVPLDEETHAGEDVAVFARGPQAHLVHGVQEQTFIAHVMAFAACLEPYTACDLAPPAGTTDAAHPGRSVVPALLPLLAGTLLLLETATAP
# Mac1 fbg inh: inhibitors of CD11b/CD18 adhesion to fibrinogen, primary screen, K562 cells, luminescence | inhibition, % at 10 µM | hit rate 0.54% among 93,000 | AID 1497, 2009 | ATPlite luminescence; Mn2+ added to activate the integrin | Integrin beta-2 (Homo sapiens) + Integrin alpha-M (Homo sapiens), P05107+P11215;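 active = primary inhibition of 50% or more at 10 µM, then 40% or more on retest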; note: some results filed as inactive read as strong as hits
# MT1-MMP txn act: MT1-MMP promoter reporter activation – cell-based, luciferase luminescence, primary screen; HT1080 MT1-MMP promoter luciferase reporter, overnight; active compounds read high; activation factor at 10 µM; hit rate 0.16% among 86,000; AID 750, 2007;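 active = activation factor of at least 2 for MT1-MMP transcription at 10 µM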
# FAK inh: FAK kinase inhibitors, primary screen, biochemical. Focal adhesion kinase 1 (Homo sapiens), Q05397. biochemical FAK kinase activity assay. inhibition, %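 (tested at 7 µM)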. hit rate 0.84% among 97,000. AID 727, 2007; in the data active = inhibition above about 19%;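 note: 0% = DMSO and 100% = reference compound high control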
# ERa SRC1 pot: enhancers of ERα–SRC-1 coactivator binding, primary screen, biochemical, TR-FRET, ERα LBD, low estradiol; AID 639, 2007; TR-FRET ERalpha-LBD/SRC-Cy5 coactivator binding, 2 h; 100 = basal binding, no effect; hit rate 1.3% among 86,000; coactivator binding (% of control), % at 25.6 µM; in the data active = activity above about 200%;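 note: binding measured in presence of low estradiol as agonist stimulus; 0% = peptide alone without receptor and 100% = receptor with peptide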
# Numbers without * were called inactive; . = no result given; [ ] = remark or other dose. No enrichment for hits. Share with any hit: about 5.1%.
molecule	PLAP act	ERa SRC1 pot	FAK inh	Ecoli WT expand	ERa coact inh	ERb coact inh	Mac1 fbg inh	MT1-MMP txn act	Mac1 fbg enh
CC(C)OP(=O)(c1ccc(N(C)C)cc1)C(O)c1ccccc1F (stereo unspecified)	.	102.1	-2.6	.	0.9	-1.2	.	1	.
CCC(C)(C)NC(=O)CN(CC1CCCO1)C(=O)CCC(=O)Nc1nccs1 (stereo unspecified)	1.1	121.9	-2.6	4.0	-6.2	-3.9	-1.0	1.1	2.1
COC(=O)CSc1nnc(-c2ccc3c(c2)OCO3)n1C	1.1	96.4	0.8	4.0	8.7	-3.7	.	1.1	.
O=C(CCn1cccc1)Nc1nccs1	1	108.9[fluorescence artefact?]	-6.0	11.0	4.9[fluorescence artefact?]	4.6[fluorescence artefact?]	-3.2	1	-2.2
Cc1cc(C)c2c(N)c(S(=O)c3ccc(C(C)(C)C)cc3)sc2n1 (stereo unspecified)	1.5	.	2.6	14.0	.	.	23.1	.	1.7
Cc1nc(SCC(=O)Nn2c(-c3ccccc3)nc3ccccc3c2=O)n[nH]1	1.8	103.4	-2.5	5.0	-3.3	3.0	-1.2	1.2	0.1
Cc1cc(NC(=O)CCC(=O)N(Cc2cccs2)C(C(=O)NC2CCCC2)c2ccncc2)no1 (stereo unspecified)	1.4	125.1	.	5.0	4.7[fluorescence artefact?]	2.8[fluorescence artefact?]	-11.9	1	-2.1
COC(=O)c1ccc(Cl)c(NC(=O)NC2CCCCC2)c1	0.9	244.2*[fluorescence artefact?]	11.8	2.0	43.7[fluorescence artefact?]	26.6[fluorescence artefact?]	-9.3	1.2	6.8
CC(/C=C/C=C/c1ccccc1)=N/NC(=O)CNc1ccc(C)cc1	1.1	.	3.5	-6.0	.	.	-1.2	.	-3.2
O=C(O)CC(NC(=O)OCc1ccccc1)c1ccc(Br)cc1 (stereo unspecified)	1.5	98.0	2.3	0.0	2.6	-3.6	26.3	.	-7.1
O=C(O)c1cccc(NC(=O)C2CCCO2)c1 (stereo unspecified)	1	112.4[fluorescence artefact?]	1.6	-1.0	8.1	-1.0	-32.7	1.2	0.2
c1ccc(Nc2nnc(SCc3cccc4ccccc34)s2)cc1	0.8	93.9	2.6	-8.0	-0.1	-13.6	-38.9	.	0.6
CCOC(=O)N1CCC2(O)CCCCC2C1c1ccc(F)cc1 (stereo unspecified)	1	111.5	7.8	6.0	3.8	1.0	-20.6	1	2.8
O=C(CC1SC2=NCCN2C1=O)Nc1ccc(Cl)cc1 (stereo unspecified)	0.8	102.3	-1.9	5.0	-8.8	-20.5	5.9	1	-0.9
COc1ccc(C(=O)Nc2c(N)nc(SCC(=O)N3CCC(C)CC3)[nH]c2=O)cc1OC	1.1	115.3	-4.7	-5.0	-0.1	-7.2	-13.9	.	-4.1
CCCN1CNC(=S)N(c2cccc(C)c2C)C1	1	96.1	2.3	6.0	-11.4	-0.5	8.3	1.1	-0.2
C#CCOC(=O)c1ccccc1C(=O)n1nnc2ccccc21	1	127.3	-1.9	6.0	-0.5	-3.4	6.5	1	-0.8
O=C(NCc1n[nH]c(=S)n1-c1ccc(F)cc1)c1ccco1	0.9	174.7	-1.3	-8.0	-5.1	-10.1[fluorescence artefact?]	1.8	1	-2.1
Cc1ccc(C(=O)CC2(O)C(=O)N(CCc3ccccc3)c3ccc(Br)cc32)o1 (stereo unspecified)	1.5	101.9	-2.9	-6.0	-9.2	-14.6[fluorescence artefact?]	.	1.2	3.1
CCCOC(=O)c1cc2ccccc2oc1=O	1.2	95.3	-1.0	11.0	13.6	5.9	3.2	1.3	-7.0
CCCCN(C(=O)Cc1cccs1)c1nnc(-c2cccnc2)s1	.	90.7	-1.5	.	-17.4[fluorescence artefact?]	-13.9	.	1.6	.
CC(=O)c1cn(CC(=O)NCc2ccc3c(c2)OCO3)c2ccccc12	.	109.5	-1.5	-6.0	-15.2	-13.3	.	1.1	.
COc1ccc(CCN(C)Cc2ccc(OC)c(OCc3ccccc3)c2)cc1OC	1.3	.	5.3	8.0	.	.	-1.6	.	-2.6
COc1ccc(NC(=O)CN2CCN(c3ccc(Cl)cc3)CC2)c(OC)c1	1.2	111.7	0.1	-11.0	-5.0	-16.4	.	1.3	.
Cc1[nH]n2c(=O)cc(C(C)(C)C)nc2c1-c1ccccc1	1.5	106.3	4.2	11.0	-10.3	-4.0	4.7	0.9	-5.8
Cc1ccccc1NC(=O)C1CC(=O)N(c2ccccc2F)C1 (stereo unspecified)	0.9	109.8	0.7	5.0	-33.5	-11.0[fluorescence artefact?]	-21.2	1.2	-1.4
COc1cc2c(cc1OC)C1=C(C#N)CN(CC(=O)O)CN1CC2	1.8	119.3	2.1	8.0	6.8	-10.0	-7.9	1	5.5
CN(C)c1nc(N)nc(Cn2ccnc2)n1	1.2	110.8[fluorescence artefact?]	3.6	2.0	-3.8	-6.3	-0.3	1.1	18.9
CC(C)Cn1c(N)c(C(=O)NCCN2CCOCC2)c2nc3ccccc3nc21	1.8	102.5	-0.8	4.0	1.2	-1.1	-24.9	1	0.3
C(=N\c1nc2ccccc2n1CCN1CCCCC1)/c1cccs1	1.2	103.8	0.1	9.0	5.6	-2.7[fluorescence artefact?]	17.7	1.3	2.1
CCOC(=O)c1cc(CC)sc1N	1.1	90.5	-1.4	15.0	-4.2	-10.3	5.5	1.2	-1.1
CC1CCCCC1NC(=O)c1nn(C)c(=O)c2ccccc12 (stereo unspecified)	.	115.3	-1.7	-5.0	-5.4	-2.8	.	1	.

# Quoted at random: four entries already listed
molecule	PLAP act	ERa SRC1 pot	FAK inh	Ecoli WT expand	ERa coact inh	ERb coact inh	Mac1 fbg inh	MT1-MMP txn act	Mac1 fbg enh
CN(C)c1nc(N)nc(Cn2ccnc2)n1	1.2	110.8[fluorescence artefact?]	3.6	2.0	-3.8	-6.3	-0.3	1.1	18.9
CC(C)Cn1c(N)c(C(=O)NCCN2CCOCC2)c2nc3ccccc3nc21	1.8	102.5	-0.8	4.0	1.2	-1.1	-24.9	1	0.3
COc1cc2c(cc1OC)C1=C(C#N)CN(CC(=O)O)CN1CC2	1.8	119.3	2.1	8.0	6.8	-10.0	-7.9	1	5.5
Cc1ccccc1NC(=O)C1CC(=O)N(c2ccccc2F)C1 (stereo unspecified)	0.9	109.8	0.7	5.0	-33.5	-11.0[fluorescence artefact?]	-21.2	1.2	-1.4

# (more compounds)
molecule	PLAP act	ERa SRC1 pot	FAK inh	Ecoli WT expand	ERa coact inh	ERb coact inh	Mac1 fbg inh	MT1-MMP txn act	Mac1 fbg enh
O=C(CCn1c(=O)oc2ccccc21)N1CCOCC1	1.2	118.7	-0.7	4.0	-1.5	1.6[fluorescence artefact?]	6.4	1.1	-3.2
Cc1nc2ncnn2c(C)c1CCC(=O)N1CCc2ccccc2C1	1	139.1[fluorescence artefact?]	-7.6	-7.0	-0.8	-8.2	-9.4	1.1	-0.7
O=C(Oc1ccc(Cl)cc1N1C(=O)CCC1=O)c1ccco1	1	125.5	5.5	2.0	-7.0	-8.7	-26.2	.	1.4
O=C(Nc1cccc(S(=O)(=O)C(F)F)c1)c1ccc(Cl)c(S(=O)(=O)N2CCOCC2)c1	0.9	.	.	-1.0	.	.	-0.3	1.2	-3.6
Cc1cc(C)c2nc(C(F)(F)F)nc(N3CC(C)OC(C)C3)c2c1 (stereo unspecified)	1.3	96.6	1.6	2.0	-31.1	-23.4	32.0	1	1.9
Cc1noc(/C=C/N(C)C)c1S(=O)(=O)N(C)CC(=O)NC1CCCCC1	1.4	.	3.6	1.0	.	.	-3.2	1	-0.7
COc1cc(NC(=O)c2ccco2)c(OC)cc1NC(=O)Nc1ccccc1Cl	1.3	76.5	9.4	0.0	43.7	10.8[fluorescence artefact?]	1.9	1	-2.1
COc1ccc(N2CCC(CNS(=O)(=O)c3cccc(C(F)(F)F)c3)C2)cc1 (stereo unspecified)	1.2	102.5	3.3	2.0	-6.6	-5.3	14.8	1.3	2.9
O=C(OCc1nc2ccccc2s1)c1cccs1	1	104.5	1.2	9.0	-4.3	-1.9	4.8	1.5	-2.3
Cc1nc(SCc2ccc(Br)cc2)[nH]c(=O)c1C	1.1	108.1	7.5	0.0	-2.6	-1.8	-19.2	1.2	0.7
CC(C)Cc1nc(N2CCC(C(N)=O)CC2)c2nnn(Cc3ccccc3)c2n1	0.9	131.8	-4.1	-14.0	-2.9	-1.2	-14.8	1.2	-3.3
Nc1ccc2c(c1)C(=O)N(CC1CCCO1)C2=O (stereo unspecified)	1.2	105.8	-1.0	4.0	1.8	-1.0	-9.3	1.1	4.2
COc1ccc(S(=O)(=O)N2CCN(c3ccccn3)CC2)cc1OC	1.1	68.6[fluorescence artefact?]	0.0	-1.0	38.6	11.1	-4.3	1.2	-6.7
COc1ccc(NC(=O)c2cc(-c3cc(C)ccc3O)n[nH]2)cc1Cl	1.1	111.1	-3.5	-8.0	-11.6	-6.0	6.8	1.1	1.3
CC1CCN(C(=O)C2(NC(=O)Nc3cccc(F)c3)CCCCC2)CC1	.	126.3	-1.2	.	13.6[fluorescence artefact?]	-3.5[fluorescence artefact?]	.	1.2	.
CC(=C/C(=O)O)/C=C/c1ccc(Cl)o1	.	66.6	2.6	.	-26.4	15.0	.	1	.
CCN(CC)C(=O)CSc1ncnc2c(-c3cccs3)nsc12	1	177.0[fluorescence artefact?]	2.6	-9.0	50.7*[fluorescence artefact?]	50.9*[fluorescence artefact?]	4.6	1.3	-0.5
O=C(NC1CCSC1=O)c1ccc(Oc2ccc(F)cc2)nc1 (stereo unspecified)	1.1	.	5.7	1.0	.	.	7.9	.	1.7
O=[N+]([O-])c1ccc(N2CCN(S(=O)(=O)c3ccc(Cl)cc3)CC2)cc1NCC1CCCO1 (stereo unspecified)	1.2	.	4.7	-2.0	.	.	13.2	.	3.1
O=C(c1ccco1)N1CCC(c2nc(-c3ccc(F)cc3)no2)CC1	1.1	122.0	-4.9	13.0	3.0	24.9[fluorescence artefact?]	28.6	1.1	-1.0
Fc1ccc(-n2c(Cc3ccccc3)nnc2SCc2nc(-c3cccs3)no2)cc1	1.1	87.9	2.9	-20.0	13.2	5.3	.	1.2	.
Cc1cc(N2C(=O)CCC2=O)ccc1NC(=O)c1cccs1	1	97.7	2.1	2.0	12.2[fluorescence artefact?]	13.7[fluorescence artefact?]	5.1	1.2	-3.5
CN(C)/C=N/c1ncnc2c1cnn2-c1ccc(C(F)(F)F)cn1	.	106.7	-9.2	-3.0	2.6	-7.0	.	1.9	.
O=C1c2ccccc2C(=O)N1CN(C(=O)COc1ccccc1)c1ccccc1	1	.	-6.3	-3.0	.	.	-14.4	.	-2.2
Cn1cccc1Cc1nnc(SCC(=O)N2CCCCCC2)n1-c1ccc(F)cc1	1.8	127.1	1.8	3.0	4.2	-9.9	0.6	1.1	-10.4
CCC(=O)c1cc(F)c(N2CCN(C(=O)c3ccco3)CC2)cc1C	0.9	111.6	.	-1.0	-2.1	-5.9	-1.4	1.2	2.2
CCN=C1SC(CC(=O)NCC)C(=O)N1CC (stereo unspecified)	0.7	112.0[fluorescence artefact?]	-1.1	-2.0	-5.2	0.6	-2.6	1.1	-10.4
